SENP1 inh = blocks the human SENP1 SUMO protease catalytic domain; recombinant SENP1 catalytic domain, CyPet-SUMO1-YPet FRET cleavage; inhibition, % at 10 µM; 360,000 compounds, 0.21% hits;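 active = inhibition at least 30% at 10 µM, raw YFP signal under a set limit, fluorescence ratio 0.5 to 1.5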;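 note: 0% = enzyme with DMSO and 100% = no enzyme wells; some results filed as inactive read as strong as hits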
Target sequence (Q9P0U3 419-644 limits assumed): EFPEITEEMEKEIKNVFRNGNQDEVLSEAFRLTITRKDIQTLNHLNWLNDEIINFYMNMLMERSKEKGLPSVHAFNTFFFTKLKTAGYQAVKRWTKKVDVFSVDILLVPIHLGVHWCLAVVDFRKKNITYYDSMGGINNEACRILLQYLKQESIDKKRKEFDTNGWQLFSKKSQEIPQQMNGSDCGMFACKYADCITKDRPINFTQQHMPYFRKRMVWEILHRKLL
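Compound: 10 µM single point, 0.5% DMSO; Test system: hSENP1 catalytic domain, recombinant; Timing: 50 min reaction at room temperature; Technique: FRET, CFP and YFP emission; Control set: no-enzyme wells low, DMSO-plus-enzyme wells high control.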
SENP8 block = blocks human SENP8 cleavage of Nedd8 substrate. Q96LD8. recombinant SENP8, Nedd8 substrate fluorescence. inhibition, % at 20 µM. 360,000 compounds, 0.64% hits. AID 602440; in the data active = inhibition mostly above about 40%, no sharp cut-off; inactive = mostly below about 27%
Target sequence (Q96LD8 whole entry, looked up): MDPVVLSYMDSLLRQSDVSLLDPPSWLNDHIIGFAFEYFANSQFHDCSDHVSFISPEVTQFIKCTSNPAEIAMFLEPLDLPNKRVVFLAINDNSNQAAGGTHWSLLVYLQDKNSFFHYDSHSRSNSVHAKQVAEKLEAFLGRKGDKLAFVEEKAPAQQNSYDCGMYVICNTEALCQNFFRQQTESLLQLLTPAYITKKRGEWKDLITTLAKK
Starred values were filed as active, the others as inactive; i = inactive.

Values in the order – SENP1 inh | SENP8 block
> O=C1C(=Cc2ccccc2Cl)CCc2ccccc21
→ 0 | 11
> CC(=O)NCCNC(=O)C1(C)Cc2c(-c3cccc(C(F)(F)F)c3)ccnc2O1 (stereo not drawn)
→ -1 | 16
> Cc1cccc(S(=O)(=O)NC(=O)C2(C)CCN2C(=O)Cc2ccc(Cl)cc2Cl)c1 (stereo not drawn)
→ 0 | 11
> O=C(NCc1ccccc1)c1cc(C2COCCN2C(=O)C/C=C/c2ccccc2)on1 (stereo not drawn)
→ 1 | 10
> C#CCNC(=O)C[C@@H]1C[C@@]2(C(=O)OCC)CCCC=C2N(Cc2ccco2)C1=O
→ -2 | 4
> O=C(NCc1cc(Cl)cc(Cl)c1)c1ccc2nc(COCCO)[nH]c2c1
→ 0 | 9
> CCCCCCCCN1C(=O)[C@H](CC(=O)NCCCOCCCC)C[C@@]2(C(=O)OCC)CCCC=C12
→ 2 | 18
> Cc1ccccc1S(=O)(=O)NC(=O)C1(C)CCN1C(=O)C/C=C/c1ccccc1 (stereo not drawn)
→ 0 | 8
> CC(=O)N1CCN(Cc2cc(=O)oc3ccc4ccccc4c23)CC1
→ 2 | -10
> COc1cccc(-c2cnc3c(NC=O)cc(-c4ccc(N(C)C)cc4)cn23)c1
→ 50 | -494
> Nc1[nH]c(C(=O)c2ccccc2)c(-c2c(F)cccc2F)c1C(=O)c1ccc(Cl)c(Cl)c1
→ 5 | 20
> Cc1cc(NC(=O)C2(C)CCN2C(C)C)c2ccccc2n1 (stereo not drawn)
→ 4 | 12
> CC(=O)Nc1cccc(-c2ccnc3c2CC(C(=O)Nc2ccc(C(C)C)cc2)O3)c1 (stereo not drawn)
→ -1 | 13
> O=C1NC[C@H](CCCCN2C[C@H](Cc3ccc(O)cc3)N(Cc3ccccc3)C(=O)C2=O)N(CC2CCCCC2)C1=O
→ 0 | 13
> O=C1c2ccccc2C(c2nnnn2-c2ccc3c(c2)OCCO3)N1CCCn1ccnc1 (stereo not drawn)
→ 0 | 26

Structural class: the compounds so far with an NH in an aromatic ring (2)
Values in the order – SENP1 inh | SENP8 block
> O=C(NCc1cc(Cl)cc(Cl)c1)c1ccc2nc(COCCO)[nH]c2c1
→ 0 | 9
> Nc1[nH]c(C(=O)c2ccccc2)c(-c2c(F)cccc2F)c1C(=O)c1ccc(Cl)c(Cl)c1
→ 5 | 20

Continuation:
Values in the order – SENP1 inh | SENP8 block
> COc1ccc(-c2ccc(C(=O)NCCN3CCOCC3)c3occc23)c(C)c1
→ -1 | -142
> COC(=O)[C@@]12C[C@@H](CC(=O)N3CCSCC3)C(=O)N(Cc3ccccc3)C1=CCC(C)(C)C2
→ 0 | 20
> CCCOc1ccc(F)cc1-c1cc(C(=O)Nc2ccc(OC)cc2OC)[nH]n1
→ -3 | 21
> OC[C@@H]1CN(Cc2cccc(C(F)(F)F)c2)C[C@H](n2cnc3c(NCc4ccc(F)cc4)ncnc32)O1
→ 2 | 8
> CC1(Cc2ccc(C(F)(F)F)o2)C(=O)Nc2ccc(-c3cccc(C(F)(F)F)c3)cc21 (stereo not drawn)
→ 0 | 19
> Cc1cccc(CN2[C@H](CO)C=CS2(=O)=O)c1
→ 1 | 8
> COc1ccc(CN2C(=O)CCC2(C)c2nnnn2Cc2ccccc2)cc1 (stereo not drawn)
→ 2 | 19
> C[C@@H]1CN([C@H](C)CO)C(=O)CCCn2cc(nn2)CO[C@H]1CN(C)S(=O)(=O)c1cccs1
→ 1 | 14
> CN(C)CCCNC(=O)OC1CC2CC1[C@H]1CCCCN1C2=O (stereo partly drawn)
→ -1 | 11
> CCOC(=O)C1(C)CCN1C(=O)Cc1ccc(OC)cc1 (stereo not drawn)
→ 3 | 17
> O=C1NC[C@@H](CCCCN2C[C@H](Cc3ccccc3)N(CCC3CCCCC3)C(=O)C2=O)N(CC2CCCCC2)C1=O
→ 1 | 15
> Cn1nc(C(C)(C)C)cc1C(=O)N1CCCC(C)(C(=O)NS(=O)(=O)C2CC2)C1 (stereo not drawn)
→ -1 | 11
> CC1(C(=O)NS(=O)(=O)c2ccc(Cl)cc2)CCN1C(=O)CC1CC1 (stereo not drawn)
→ 1 | 16
> O=C(NCc1cccnc1)c1ccc2sc([C@H]3C[C@H](O)[C@@H](CO)O3)nc2c1
→ 1 | 5
> OC[C@@H]1CN(Cc2ccc(F)cc2)C[C@H](n2cnc3c(NCc4ccncc4)ncnc32)O1
→ -3 | 10
> COc1ccc(Br)c(Cn2c(C)c(C(=O)NCc3ccc4c(c3)OCCO4)sc2=O)c1
→ 1 | 4
> COC(=O)[C@@]1(Cc2ccc(F)cc2)[C@H]2c3cc(C(=O)N4CCCC4)n(CCc4ccc(OC)c(Br)c4)c3C[C@H]2CN1C(=O)c1ccccc1
→ -2 | -4
> FC(F)(F)c1cc(Cl)c2nc(-c3ccccc3)c(Cc3cccc(Cl)c3)n2c1
→ -2 | -204
> COC(=O)c1ccc(N2C(c3cc(OC)cc(OC)c3)=Cc3ccc(-c4ccc(C(N)=O)cc4)cc3C2CC(=O)C2CC2)cc1 (stereo not drawn)
→ -18 | -384
> COC(=O)c1ccc2nc(-c3ccc(F)cc3)c(Cc3ccc(OC)cc3C)n2c1
→ -7 | -358
> O=C1CCCC2=C1C1(CCCC1)N=C(Nc1nc3ccccc3o1)N2
→ -3 | -265
> COc1ccccc1-c1csc(C(NC(C)=O)c2ccccc2)n1 (stereo not drawn)
→ -2 | 8
> CCOC(=O)C1=CC[C@@H](c2ccccc2)N(S(=O)(=O)c2ccc(C)cc2)[C@H]1C
→ 1 | 11
> COc1cccc(NC(=O)C2(C)CCN2C(=O)CC2CC2)c1 (stereo not drawn)
→ 0 | -4
> CCc1ccc(C2CC3C(CN2S(=O)(=O)c2ccc(C)cc2)[C@@H](O)C[C@@H](c2ccc(CC)cc2)N3S(=O)(=O)c2ccc(C)cc2)cc1 (stereo partly drawn)
→ 4 | 8
> O=C(NC1CC1)c1ccc2nc([C@@H]3O[C@H](CO)[C@H](O)[C@H](O)[C@H]3O)[nH]c2c1
→ -2 | 21
> C[C@@H](c1ccccc1)N1C[C@H](COCc2ccccc2)Oc2cc(N3CCC[C@@H]3CO)ccc2S1(=O)=O
→ -14 | -20
> N#C/C(=C\c1cccn1S(=O)(=O)c1cccc([N+](=O)[O-])c1)S(=O)(=O)c1ccc(F)cc1
→ -1 | 9
> NCc1csc(Nc2nncc3ccccc23)n1
→ -37 | -61
> COc1cccc(C(C)(O)c2nc(-c3cc(F)cc(F)c3)cs2)c1 (stereo not drawn)
→ 1 | 11
> Nc1ccn([C@@H]2O[C@H](C(=O)NCC(F)(F)F)[C@@H](O)[C@H]2O)c(=O)n1
→ 0 | 3
> CC(=O)c1ccc(Nc2nc(C(N)Cc3ccc(N)cc3)cs2)cc1 (stereo not drawn)
→ -1 | -162
> CS(=O)(=O)/C(C#N)=C/c1cccn1S(=O)(=O)c1cccc2ccccc12
→ -1 | 12
> O=C(Nc1cccc2ccccc12)c1ccco1
→ -4 | -3
> Cc1cc(F)ccc1-c1cc(C(=O)NCc2cc(C(F)(F)F)cc(C(F)(F)F)c2)[nH]n1
→ 2 | -1
> COc1ccc(CN2C(=O)C(CC(=O)NCCCN(C)C)CC(C(=O)N3CCCCCC3)=C2C)cc1 (stereo not drawn)
→ -1 | 7
> CC1(C(=O)NCCC#N)CCN1C(=O)c1ccccc1CCc1ccccc1 (stereo not drawn)
→ -1 | -3
> COc1cc(-c2coc3c(C(=O)Nc4ccc(C(C)C)cc4)cccc23)ccc1O
→ -2 | 14
> Cc1ccc(NC(=O)C2(C)CCN2C(=O)Cc2ccc(C(C)C)cc2)cc1 (stereo not drawn)
→ 2 | 5
> Cn1c(=O)c2cc(NC(=O)CCc3cccnc3)ccc2n1Cc1cccc(C(F)(F)F)c1
→ 12 | i
> CCCCNC(=O)C1(C)CCN1C(=O)c1ccc(F)cc1Cl (stereo not drawn)
→ 3 | 5
> CCCCN1C(=O)C(CC(=O)NCCc2ccccn2)CC(C(=O)N2CCCCCC2)=C1C (stereo not drawn)
→ 1 | 13
> CC1Cc2[nH][nH]c(=O)c2C(C2CC2)O1 (stereo not drawn)
→ 0 | 20
> O=C(Nc1ccccc1)c1cc(C2CCCN(C(=O)CCc3ccccc3)C2)on1 (stereo not drawn)
→ 1 | 3
> CC1(Oc2cccc(Cl)c2)CCN(Cc2ccc(OC(F)(F)F)cc2)C1 (stereo not drawn)
→ 1 | 17

Gathered by group, the compounds so far with bromine
Values in the order – SENP1 inh | SENP8 block
> COc1ccc(Br)c(Cn2c(C)c(C(=O)NCc3ccc4c(c3)OCCO4)sc2=O)c1
→ 1 | 4
> COC(=O)[C@@]1(Cc2ccc(F)cc2)[C@H]2c3cc(C(=O)N4CCCC4)n(CCc4ccc(OC)c(Br)c4)c3C[C@H]2CN1C(=O)c1ccccc1
→ -2 | -4

7 records drawn at random from those above, as already listed:
Values in the order – SENP1 inh | SENP8 block
> Nc1ccn([C@@H]2O[C@H](C(=O)NCC(F)(F)F)[C@@H](O)[C@H]2O)c(=O)n1
→ 0 | 3
> CC1(Oc2cccc(Cl)c2)CCN(Cc2ccc(OC(F)(F)F)cc2)C1 (stereo not drawn)
→ 1 | 17
> COc1cc(-c2coc3c(C(=O)Nc4ccc(C(C)C)cc4)cccc23)ccc1O
→ -2 | 14
> CCCCN1C(=O)C(CC(=O)NCCc2ccccn2)CC(C(=O)N2CCCCCC2)=C1C (stereo not drawn)
→ 1 | 13
> CCCCNC(=O)C1(C)CCN1C(=O)c1ccc(F)cc1Cl (stereo not drawn)
→ 3 | 5
> O=C(Nc1cccc2ccccc12)c1ccco1
→ -4 | -3
> COc1ccc(CN2C(=O)C(CC(=O)NCCCN(C)C)CC(C(=O)N3CCCCCC3)=C2C)cc1 (stereo not drawn)
→ -1 | 7

Some of the entries so far, as comma-separated lines:
SMILES,SENP1 inh,SENP8 block
Cn1c(=O)c2cc(NC(=O)CCc3cccnc3)ccc2n1Cc1cccc(C(F)(F)F)c1,12,i
COc1ccc(CN2C(=O)C(CC(=O)NCCCN(C)C)CC(C(=O)N3CCCCCC3)=C2C)cc1 (stereo not drawn),-1,7
O=C(Nc1cccc2ccccc12)c1ccco1,-4,-3
CS(=O)(=O)/C(C#N)=C/c1cccn1S(=O)(=O)c1cccc2ccccc12,-1,12
CCCCNC(=O)C1(C)CCN1C(=O)c1ccc(F)cc1Cl (stereo not drawn),3,5

The listing continues.
Values in the order – SENP1 inh | SENP8 block
> CCc1nc2ccc(C(=O)Nc3cc(-c4ccccc4)ccc3OC)cn2c1N(C)C(=O)c1cccc(OC)c1
→ 1 | -4
> CC1OC(C2CCCCC2)Cc2[nH]c(=S)[nH]c(=O)c21 (stereo not drawn)
→ -2 | 7
> O=C(NCc1ccccn1)c1[nH]c(C(F)(F)F)nc1-c1ccccc1
→ 2 | 18
> Cc1cc(C(O)c2ncc(-c3cccc4ccccc34)[nH]2)ccc1F (stereo not drawn)
→ 0 | -491
> COc1ccc(S(=O)(=O)NC(=O)C2(C)CCN2C(=O)CCC2CCCC2)cc1OC (stereo not drawn)
→ 0 | 8
> CCCCn1nnnc1C(c1ccccc1)N1CCN(c2ccccn2)CC1 (stereo not drawn)
→ 2 | -5
> O=C(Nc1cccc(Cl)c1)c1csc([C@@H]2C[C@H](O)[C@@H](CO)O2)n1
→ 0 | 13
> CCCNC(=O)C1(C)CCCN(C(=O)c2ccc(C)c(F)c2)C1 (stereo not drawn)
→ 0 | -7
> CSc1ccc(Cn2c(C)c(C(=O)NCCC#N)sc2=O)cc1
→ 5 | -1
> Cc1cc(Br)cn2c(Cc3ccccc3)c(-c3ccco3)nc12
→ -14 | -11
> C#CCNC(=O)C[C@@H]1C[C@@]2(C(=O)OC)CCCCC=C2N(Cc2ccco2)C1=O
→ -3 | 6
> Cc1ccc(Cc2c(-c3ccc(Cl)cc3)nc3c4ccccc4ccn23)cc1
→ -15 | -418
> COc1ccc(C=C(C(C)=O)C(=O)c2ccccc2)cc1
→ -2 | 10
> CCCOc1ccc(F)cc1-c1cc(C(=O)Nc2ccc(C(C)C)cc2)[nH]n1
→ 0 | 19
> CO[C@@H]1CN(C)C(=O)c2cc(NC(=O)Nc3ccc4c(c3)OCO4)ccc2OC[C@@H](C)N(C)C[C@H]1C
→ -3 | 10
> Cn1ccc2c(-c3ccc(F)nc3)cc3c(c21)C1CCC3O1 (stereo not drawn)
→ -45 | -358
> CC1(c2nc3ccccc3[nH]2)CCC(=O)N1Cc1ccc(F)cc1 (stereo not drawn)
→ 1 | 12

This is a subset; the hit share may differ from the screen's.
